Bioassay records (PubChem BioAssay)
Tau ThT inhib: inhibitors of human tau fibril formation, thioflavin T binding. recombinant tau K18 P301L, heparin-induced fibrillization, ThT fluorescence. Potency, µM (doses to about 57.4 µM), without a hit: at the highest dose activity, negative = inhibition, actives largely listed as inhibitors. actives 2.1% (n = 270,000); further: nearly all actives have a fitted effect of over 55% in size
Target sequence (P10636 561-689 P618L limits assumed): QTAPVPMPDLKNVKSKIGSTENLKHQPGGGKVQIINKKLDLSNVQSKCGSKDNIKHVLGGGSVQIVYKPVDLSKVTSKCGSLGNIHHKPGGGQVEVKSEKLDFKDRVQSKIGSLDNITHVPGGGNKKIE
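Using a mix of unlabeled (15 uM) and Alexa 594-labeled (0.24 uM) tau K18 P301L, heparin-triggered fibrillization over 6 hr at 37 C was scored by ThT fluorescence.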
Tau fluor counter: counter-screen for tau fibril formation inhibitors. tau K18 P301L Alexa594 fluorescence, heparin fibrillization. Potency, µM (series often up to 57.7 µM), for inactives: at the top dose activity change, negative = decrease. actives 0.93% (n = 280,000). AID 1463; further: nearly all actives have a fitted effect of over 55% in size
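Human tau K18 P301L (15 uM unlabeled, 0.24 uM Alexa 594-labeled) in 100 mM sodium acetate pH 7 with 20 uM heparin, 6 hr at 37 C. ThT 30 uM added, 1 hr ambient; Alexa 594 FP and total fluorescence read at 555/632 nm.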
Tau FP inhib: blocks human tau fibril formation measured by polarization. P10636. K18 P301L tau heparin fibrillization, Alexa594 FP, 6 h. Potency, µM (highest dose often 57.7 µM), inactives show top-dose activity, negative = inhibition, most hits filed as inhibitors. actives 0.39% (n = 280,000); further: nearly all actives have a fitted effect of over 55% in size
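Read-out: fluorescence polarization of Alexa 594-labeled tau (0.24 uM), 555 nm excitation, 632 nm emission. Mixtures held 15 uM unlabeled K18 P301L, compound and 20 uM heparin, pH 7 acetate buffer, incubated 6 hr at 37 C.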
The depositor's hits bear a star; u = inconclusive; [ ] = dose if it differs, or a comment. The call rests on the fitted dose curve; in most records, active means well fitted curve in the direction sought with a large enough effect; inconclusive means small, poorly fitted or top-dose-only effect, or another doubt; inactive means no such curve, though single readings can be large; an effect the other way counts as inactive or inconclusive. On the % scale 0 is the no-effect control and ±100 the full control effect; potency means the concentration at half of the fitted maximal effect. This is a subset (hit frequency here may not be typical).

SMILES	Tau ThT inhib	Tau fluor counter	Tau FP inhib
O=C(NC1CC(=O)N(c2ccc(Cl)cc2)C1)C(=O)c1c[nH]c2ccccc12 (stereo not drawn)	6.1%	5.9%	u
CCCSc1nc2c(c(=O)[nH]1)C(c1ccc(O)c(OCC)c1)CC(=O)N2 (stereo not drawn)	-0.9%	-12.0%	0.7%
COc1cccc(CNC(=O)C2CCN(c3nc4ccc(Cl)cc4[nH]3)CC2)c1	-12.8%	-15.1%	8.0%
Cc1cccc(C(=O)Nc2nc3c(s2)CCCC3)c1	u	-23.4%	-14.1%
COc1ccc(N2CCN(c3ncnc4onc(-c5ccc(F)cc5)c34)CC2)cc1	-17.4%	u	13.1%
COc1cccc(CCNc2ncnc3c2nnn3C)c1	0.8%	3.7%	-10.1%
Cc1ccc(-c2nc3sc(CCNC(=O)c4ccc(Br)o4)c(C)n3n2)cc1	u	-17.3%	-5.6%
CCc1ccc(NC(=O)CSc2cn(CC(=O)N3CCCC3)c3ccccc23)cc1	-3.3%	-9.7%	-4.5%
O=C(NCCC1=CCCCC1)c1ccc2c(c1)sc1nc(-c3ccc(F)cc3)cn12	3.9%	-2.1%	-2.7%
Cc1cccc(NC(=O)CSc2nc3ccccc3c3nc(CCn4cncc4C)nn23)c1	u	-17.4%	-5.9%
COCCNC(=O)C1CCN(Cc2cc3ccccc3n2Cc2ccc(C)cc2)CC1	3.6%	-10.9%	-8.2%
COc1ccc(C)cc1NC(=O)CN(C)S(=O)(=O)c1ccc2c(c1)CCCN2C(C)=O	5.4%	-6.5%	-4.3%
Cn1cc(S(=O)(=O)N2CCCCCC2)cc1C(=O)N1CCN(c2cccc(Cl)c2)CC1	-9.5%	-12.5%	0.9%
Cc1ccc(C)c(OCCn2c(C3CC(=O)N(Cc4ccc(F)cc4)C3)nc3ccccc32)c1 (stereo not drawn)	-6.7%	-13.1%	0.8%
CCc1cccc(C)c1NS(=O)(=O)c1c(C(=O)N2CCCCCC2)c(C)n(C)c1C	1.7%	3.4%	-0.8%
COc1ccc(C)cc1NC(=O)c1nnn(-c2c(C)cccc2C)c1C	-9.4%	-9.9%	8.7%
Cc1ccccc1C(=O)OCc1cc(=O)n2nc(C(C)C)sc2n1	u	-0.4%	-5.3%
COc1ccccc1CNC(=O)Cn1c(=O)nc(-c2ccccc2)c2ccccc21	-2.7%	-4.5%	-4.8%
Cc1c(C(=O)N2CCC(C)CC2)c(S(=O)(=O)N(Cc2ccccc2)C(C)(C)C)c(C)n1C	-15.2%	-8.7%	9.1%
CCC1CCCCN1S(=O)(=O)c1ccc(N2CCCCS2(=O)=O)cc1 (stereo not drawn)	0.1%	-6.1%	3.1%
O=C(COc1ccc(Br)cc1Br)Nc1ccc(S(=O)(=O)Nc2ncccn2)cc1	0.6%	1.6%	-12.8%
COCCNC(=O)Cn1cc(S(=O)(=O)Cc2ccccc2Cl)c2ccccc21	-10.4%	-22.6%	-3.5%
CCOC(=O)c1c(C)oc2nc(C)nc(N3CCN(c4ccc(C(C)=O)cc4)CC3)c12	u	-6.8%	1.0%
CN1C(=O)Cc2cc(S(=O)(=O)NCCc3ccc(Cl)cc3)ccc21	0.2%	-6.4%	8.4%
CCCn1cc(S(=O)(=O)c2cccc(Cl)c2)c(=O)c2cc(F)c(N3CCOCC3)cc21	-4.1%	-10.7%	-0.9%

Brought forward from above: four entries, then new ones.
SMILES	Tau ThT inhib	Tau fluor counter	Tau FP inhib
COCCNC(=O)Cn1cc(S(=O)(=O)Cc2ccccc2Cl)c2ccccc21	-10.4%	-22.6%	-3.5%
CCOC(=O)c1c(C)oc2nc(C)nc(N3CCN(c4ccc(C(C)=O)cc4)CC3)c12	u	-6.8%	1.0%
CN1C(=O)Cc2cc(S(=O)(=O)NCCc3ccc(Cl)cc3)ccc21	0.2%	-6.4%	8.4%
CCCn1cc(S(=O)(=O)c2cccc(Cl)c2)c(=O)c2cc(F)c(N3CCOCC3)cc21	-4.1%	-10.7%	-0.9%
CCOc1ccc(CCNC(=O)CCc2cn(Cc3ccc(F)cc3)c3ccccc23)cc1	-7.2%	-6.5%	3.2%
CCOC(=O)c1cc(-c2ccc(OC)cc2)n(CCC(=O)NCCc2ccccc2)c1C	-15.7%	-25.1%	u
Cc1nn(C(=O)c2ccc(Cl)cc2)c(C)c1S(=O)(=O)N1CCCCCC1	u	2.1%	13.5%
Cc1ccc(-n2ncc3c(Nc4ccccc4C)ncnc32)cc1	-8.0%	-14.6%	-8.2%
COc1ccc(-c2cc(C(=O)NCc3cc(OC)c(OC)c(OC)c3)[nH]n2)cc1	-1.2%	-8.4%	-14.3%
Cc1cccc(NC(=O)c2ccc3nc(CCc4ccccc4)oc3c2)c1C	u	-0.1%	-2.2%
Cc1cccc(C(=O)N2c3ncnn3C3(CCCCC3)[C@@H]3CCCC[C@@H]32)c1	0.9%	11.3%	13.3%
Cc1ccc(NS(=O)(=O)c2ccc3c(c2)CCCN3C(=O)C2CCC2)c(C)c1	-2.9%	-16.7%	3.3%
CCC(CC)C(=O)Nc1nnc2n1CCS2	4.3%	5.5%	3.8%
Cc1cc(C)cc(NC(=O)Cc2c(C(=O)O)c(C)cn2C)c1	10.7%	2.0%	4.0%
COc1ccc(CNC(=O)c2cc3c(=O)n(Cc4cccs4)ccc3nc2C)cc1	-11.2%	-9.5%	11.0%
Cc1ccc(NC(=O)C(=O)NCCc2csc3nc(-c4ccccc4C)nn23)cc1Cl	3.3%	-4.9%	-4.8%
COc1ccc(N2CC(NC(=O)COc3ccccc3F)CC2=O)cc1OC (stereo not drawn)	-3.8%	-0.8%	0.4%
O=C(Cn1cc(SCc2cccc(F)c2)c2ccccc21)N1CCCC1	u	-26.0%	-5.7%
Cc1ccc(-n2nc(C)c(C(=O)NCCCN3CCN(c4cccc(Cl)c4)CC3)c2-n2cccc2)cc1	u	-15.9%	10.4%
CC(C)OCCCNC(=O)c1nn(C)c2c1CSc1ccccc1-2	u	-15.3%	4.6%
CCn1cc2nc(SCC(=O)Nc3ccccc3F)n(Cc3ccc(C)cc3)c(=O)c2n1	-8.8%	-14.3%	3.7%
Cc1ccc(CNC(=O)c2ccc3c(c2)NC(=O)C(CS(=O)(=O)Cc2cccc(C)c2)N3)cc1 (stereo not drawn)	u	u	u
Cc1ccc(CNC(=O)CCC(=O)N2CC(C)Sc3ccccc32)cc1 (stereo not drawn)	-3.8%	-10.0%	4.3%
COc1ccc(NC(=O)C2CCN(S(=O)(=O)c3ccc4[nH]c5c(c4c3)CCCCC5)CC2)cc1	2.3%	-28.3%	-2.0%
Cc1c(Cl)cccc1NC(=O)COCc1cc(-c2ccc3c(c2)OCO3)on1	u	-14.5%	-9.2%
CN(C)c1cccc(C(=O)Nc2nc3ccc(S(=O)(=O)NC(C)(C)C)cc3s2)c1	1.0%	-26.9%	-6.9%
COc1ccc(-c2cc(C(=O)Oc3ccc(C#N)cc3)no2)cc1	-1.3%	-2.0%	-4.4%
Cc1ccc(NC(=O)C2CCN(c3nn4cc(-c5ccc(C)cc5)nc4s3)CC2)cc1	u	-4.6%	3.3%
Cn1nc(C(=O)NCc2ccc(Cl)cc2)c2c1-c1ccccc1S(=O)(=O)C2	-8.5%	-6.8%	3.7%
Following part:
SMILES	Tau ThT inhib	Tau fluor counter	Tau FP inhib
COc1ccc(-c2noc(-c3ccc(NCc4ccco4)c([N+](=O)[O-])c3)n2)cc1	9.0%	-10.6%	-1.7%
COc1ccc(-c2cn3nc(N4CCCC(C(=O)Nc5ccc(Cl)cc5C)C4)sc3n2)cc1 (stereo not drawn)	-10.5%	-12.0%	1.2%
COc1cccc(CNC(=O)CSc2nc3ccccc3nc2Cc2ccccc2)c1	0.2%	-5.7%	-10.5%
Cn1c(=O)c2nc(SCC(=O)Nc3cc(Cl)cc(Cl)c3)n(C)c2n(C)c1=O	-3.8%	-5.6%	-13.5%
O=C(Nc1ccccc1C(=O)OCc1cc(=O)n2nc(C3CC3)sc2n1)c1cccc(Cl)c1	-0.2%	-2.3%	0.1%
CCOc1ccc(CCNC(=O)CCCn2nc(C)c3sc4ccccc4c3c2=O)cc1	u	-28.4%	-0.6%
CCOC(=O)c1ccccc1NC(=O)N1CC(C)Oc2ccc(C)cc21 (stereo not drawn)	0.5%	2.82µM*[quencher]	u
CCCn1c2ccccc2c2cnn(CC(=O)N(C)c3ccccc3CC)c(=O)c21	u	-16.4%	7.0%
CCCc1nnc(SCc2cc(=O)c3c(C)cc(C)cc3[nH]2)n1C	2.8%	-1.1%	-7.6%
CCOC(=O)C1=C(CN2CCN(c3ccc(Cl)cc3)CC2)NC(=O)NC1c1ccc(F)cc1 (stereo not drawn)	-9.0%	-16.7%	3.1%
COc1ccc(-c2nnc(SCC(=O)NCCc3ccccc3)nc2-c2ccc(OC)cc2)cc1	-17.4%	-13.9%	-5.8%
COc1ccc(C(=O)Nc2nc3ccc(S(=O)(=O)N4CCCC4)cc3s2)cc1	-5.6%	-7.9%	-2.6%
CCOC(=O)C1CCN(C(=O)c2ccc3c(c2)sc2nc(-c4ccc(OCC)cc4)cn23)CC1	0.8%	0.7%	-8.9%
COc1cccc(-n2cc(C(=O)Nc3cc(OC)c(OC)c(OC)c3)c3ccccc3c2=O)c1	-5.2%	-7.5%	-3.9%
CC(C)c1cc(-c2nc(-c3ccccc3)no2)n[nH]1	u	-17.4%	-7.6%
Cc1nn(C(C)C(=O)NC2CCC(C)CC2)c(=O)c2c1sc1ccccc12 (stereo not drawn)	u	-25.0%	-0.5%
COc1ccc(OC)c(CCNc2ncnc3onc(C)c23)c1	-4.9%	-14.3%	-7.7%
Cn1cnc(S(=O)(=O)N2CCCC(C(=O)Nc3ccc(F)cc3Cl)C2)c1 (stereo not drawn)	1.4%	-3.5%	-8.0%
CN(C(=O)CSc1cn(CC(=O)N2CCOCC2)c2ccccc12)c1ccccc1	-2.6%	-6.8%	-0.3%
CC1=C(C(=O)Nc2cccnc2)C(c2cccc(O)c2)n2nc(SCc3ccccc3)nc2N1 (stereo not drawn)	7.1%	4.5%	-4.6%
CCOC(=O)c1c(SCC(=O)Nc2nc3ccccc3s2)nc(=O)[nH]c1C	u	-19.9%	u
Cc1ccc(C)c(N2CCN(CCCNC(=O)c3cnn(-c4ccccc4Cl)c3C3CCN(C(=O)OC(C)(C)C)CC3)CC2)c1	u	-26.5%	1.9%
Cc1cccc(NC(=O)c2cc3c(=O)n4ccccc4nc3n2C)c1C	8.8%	-6.7%	-13.6%
CC1CCN(S(=O)(=O)c2ccc3c(ccc(=O)n3CC(=O)NCc3ccccc3Cl)c2)CC1	-1.0%	-25.4%	8.8%
Cc1ccc(/C=C/c2onc(C)c2S(=O)(=O)N2CCC(C(=O)NCc3ccc(C)o3)CC2)cc1	9.7%	-3.0%	u

Among those listed so far, three contain a thiophene ring, fused or not.
SMILES	Tau ThT inhib	Tau fluor counter	Tau FP inhib
COc1ccc(CNC(=O)c2cc3c(=O)n(Cc4cccs4)ccc3nc2C)cc1	-11.2%	-9.5%	11.0%
CCOc1ccc(CCNC(=O)CCCn2nc(C)c3sc4ccccc4c3c2=O)cc1	u	-28.4%	-0.6%
Cc1nn(C(C)C(=O)NC2CCC(C)CC2)c(=O)c2c1sc1ccccc12 (stereo not drawn)	u	-25.0%	-0.5%

More records:
SMILES	Tau ThT inhib	Tau fluor counter	Tau FP inhib
COc1ccc(Nc2ncnc3c2nc2n3CCCC2)cc1Cl	u	-17.5%	2.7%
CCC(=O)Nc1nnc2n1CCS2	9.5%	7.9%	-3.2%
CC(C)Oc1ccc(CNC(=O)c2ccc3c(c2)N(C)C(=O)C2CCCCN32)cc1 (stereo not drawn)	-4.5%	-4.3%	7.5%
CCOc1ccccc1NC(=O)CCc1c(C)nn(-c2ccc(N3CCOCC3)nn2)c1C	-6.9%	-0.3%	-4.3%
Cc1cc(C(=O)Nc2cccc(C)c2C)c2c(C)nn(-c3cccc(F)c3)c2n1	6.4%	0.2%	-2.9%
Cc1ccc(-n2ncc(C(=O)NCc3ccccc3C)c2-n2cccc2)cc1	u	-12.4%	-4.7%
CCOc1ccccc1C(=O)N1CCc2cc(OC)c(OC)cc2C1COc1ccc(OC)cc1 (stereo not drawn)	-6.4%	-3.3%	4.5%
CCOc1ccc(NC(=O)c2c(NCc3cccnc3)sc3c2CCC(C)C3)cc1 (stereo not drawn)	15.8µM*	u	-10.8%
O=C(CSc1nc2ccccc2nc1Cc1ccccc1)N1CCCCC1	-10.4%	-3.9%	4.5%
Cc1ccccc1-c1noc(-c2ccc(N3CCN(c4ccccc4)CC3)c([N+](=O)[O-])c2)n1	-7.3%	-25.7%	u
COc1ccccc1CNC(=O)C(=O)NCC(c1ccco1)S(=O)(=O)c1ccc(C)cc1 (stereo not drawn)	-7.8%	-9.3%	3.7%

Structures listed so far shown as hits in Tau ThT inhib.
SMILES,Tau ThT inhib,Tau FP inhib
CCOc1ccc(NC(=O)c2c(NCc3cccnc3)sc3c2CCC(C)C3)cc1 (stereo not drawn),15.8µM*,-10.8%
